Pemphigus Ab inh – blocks pemphigus antibody binding to human desmoglein-3; P32926; binding (percent of control), % at 10 µM; 310,000 compounds, 0.48% hits; DSG3-coupled beads, scFv-anti-DSG3-GFP binding, flow cytometry; active compounds read low; AID 588358;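 active means binding more than 3 SD below its plate's average and above zero; inconclusive means below that plate limit but binding exactly zero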;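 further: hits lower antibody fragment binding to DSG3; some compounds called inactive have numbers as strong as hits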
Keap1 Nrf2 FP – inhibitors of human Keap1-Nrf2 protein-protein interaction. Keap1 Kelch-Nrf2 peptide fluorescence polarization, 1536-well. inhibition, % at 9.4 µM. 340,000 compounds, 0.15% hits. AID 504523; in the data active means inhibition above about 12%; inconclusive means no clear call, values can overlap the other calls; inactive means below about 7.3%;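 further: human Keap1 Kelch domain with fluorescein labeled Nrf2 9mer peptide probe; 0% = neutral control wells and 100% = peptide positive control; higher means more block of Keap1 binding to Nrf2 peptide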
OPRM1-OPRD1 ag – agonists of human mu-delta opioid receptor heterodimerization; P35372+P41143; cells, OPRM1-OPRD1 heterodimerization, luminescence; activation, % at 9.3 µM; 340,000 compounds, 0.3% hits; in the data active means activation above about 18%;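 further: 0% = vehicle-treated cells and 100% = reference agonist; values of inactives mirror those of a sister screen read the other way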
Target sequence (P35372 whole entry, looked up): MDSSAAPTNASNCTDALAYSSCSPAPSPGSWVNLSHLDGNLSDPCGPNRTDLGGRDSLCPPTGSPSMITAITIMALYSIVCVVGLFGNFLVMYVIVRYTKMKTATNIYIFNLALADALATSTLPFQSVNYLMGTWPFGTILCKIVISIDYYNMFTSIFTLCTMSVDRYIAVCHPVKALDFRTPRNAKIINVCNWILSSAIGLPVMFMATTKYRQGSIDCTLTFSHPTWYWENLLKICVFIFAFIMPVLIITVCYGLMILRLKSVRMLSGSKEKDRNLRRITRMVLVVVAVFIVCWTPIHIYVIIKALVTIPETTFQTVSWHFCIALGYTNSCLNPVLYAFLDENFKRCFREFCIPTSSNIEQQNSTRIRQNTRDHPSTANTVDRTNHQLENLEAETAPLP
Target sequence (P41143 whole entry, looked up): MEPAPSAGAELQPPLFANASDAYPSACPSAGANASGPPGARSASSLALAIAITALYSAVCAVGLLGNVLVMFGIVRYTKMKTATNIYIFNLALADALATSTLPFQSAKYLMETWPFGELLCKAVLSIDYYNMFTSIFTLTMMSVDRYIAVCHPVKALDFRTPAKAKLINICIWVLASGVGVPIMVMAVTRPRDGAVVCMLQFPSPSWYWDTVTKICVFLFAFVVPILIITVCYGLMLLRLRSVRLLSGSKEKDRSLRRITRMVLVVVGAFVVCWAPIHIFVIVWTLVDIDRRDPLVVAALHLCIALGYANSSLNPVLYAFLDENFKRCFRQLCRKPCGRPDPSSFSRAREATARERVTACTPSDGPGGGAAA
V-ATPase pHluor – alters yeast V-ATPase proton transport; S. cerevisiae, pHLuorin cytosolic pH fluorescence; response, % at 10 µM; 350,000 compounds, 0.37% hits; in the data active means response mostly above about 7.3%, no sharp cut-off; inactive means mostly below about 5.4%; further: actives read high; inactives centre near 0; some compounds called inactive have numbers as strong as hits; reference of the scale not given here
cardiac RTF act – cardiac RTF calcium sensitization; P19429+P45379; IANBD-labeled TnC RTF fluorescence at EC20 calcium; 0% EC20 calcium, 100% full calcium; activation, % at 7.2 µM; 340,000 compounds, 0.24% hits; AID 493008;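 active means activation above the mean over all tested compounds plus 3 SD, cut at about 30% in these data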;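 further: rise in fluorescence read as greater calcium sensitivity of cardiac thin filaments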
Wnt bcat act – activators of Wnt/beta-catenin signaling. Wnt/beta-catenin reporter cell assay, activator, plate reader. 300,000 compounds, 1.2% hits. activation, % at 9.35 µM. AID 743398; in the data active means activation above about 30%, passing the limit was not always enough; inconclusive means no clear call, values can overlap the other calls;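 further: 0% = neutral control wells and 100% = positive control wells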
Cardiac RTF inh – cardiac RTF calcium desensitization | AID 493244 | IANBD-labeled cardiac RTF, Ca2+ fluorescence | 340,000 compounds, 0.12% hits | P19429+P45379 | inhibition, % at 7.15 µM;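 active means inhibition above the mean inhibition of all tested compounds plus 3 SD, cut at about 17% in these data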;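 further: assay run at fixed EC70 calcium of 1.6 mM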
LANA DNA inh – KSHV C-LANA DNA binding inhibition; 340,000 compounds, 0.078% hits; MBP-C-LANA/FAM-LBS DNA binding, fluorescence polarization; AID 504423; inhibition, % at 9 µM;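 active means highest replicate inhibition at or above 60% at 9 µM, even if other replicates fall short; inactive means all replicates below 60% inhibition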;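 further: 0% = neutral control wells and 100% = 4 µM acridine orange control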
MOR-DOR inv ag – mu-delta opioid heterodimer inverse agonism. P35372+P41143. cell-based MOR-DOR heterodimer luminescence. inhibition, % at 9.3 µM. 340,000 compounds, 0.21% hits; in the data active means inhibition above about 22%, passing the limit was not always enough;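 further: 0% = cells with DMSO and 100% = wells without cells with DMSO; values of inactives mirror those of a sister screen read the other way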
Arr AP2 block – blocks beta-arrestin peptide binding to AP2 adaptin; inhibition, % at 10 µM; FITC-arrestin peptide / GST-AP2 beads, flow cytometry; AP2 beta2 appendage carries R879A mutation; AID 504490; 340,000 compounds, 0.31% hits;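 active means inhibition above a set limit, near 3 SD of compounds lacking own fluorescence, cut at about 54% in these data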;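 further: plate controls were DMSO wells for no effect and 5 µM unlabelled arrestin peptide for full effect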
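System: GST-AP2 R879A bound to glutathione beads, E. coli-expressed. Also added: 50 nM FITC-arrestin peptide. Schedule: compound with beads 12 min RT, then probe 1 h RT. Signal: bead flow cytometry, FITC channel. Read-out basis: percent response.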
* = called active by the depositor; ? = inconclusive; . = not tested or not shown.

SMILES	Pemphigus Ab inh	Keap1 Nrf2 FP	OPRM1-OPRD1 ag	V-ATPase pHluor	cardiac RTF act	Wnt bcat act	Cardiac RTF inh	LANA DNA inh	MOR-DOR inv ag	Arr AP2 block
CCOc1ccccc1NC(=O)C(OC(=O)C1CC1)c1ccccc1 (centres undefined)	102	-5	0.2	-6	6	0	-7	-1.1	-1	8
O=C(CNC(=O)c1cccs1)OCC(=O)c1ccc(Cl)cc1	93	-8	-2.9	-1	-3	-1	1	-1.3	21	12
COc1ccccc1OCCNC(=O)Cc1ccc(S(=O)(=O)N2CCOCC2)s1	104	-1	-2.2	16	-6	-3	6	0.9	11	22
COc1ccc2[nH]c3c(c2c1)CCn1c-3nc2ccccc2c1=O	107	-3	4.4	4	10	41*	-12	1.1	-22	3
CCn1c(O)c(C=NC2CCCC(C)C2C)sc1=S (centres undefined)	110	3	11	1	-1	?	4	0.4	-58	-6
CC(=O)Nc1cc2nn(-c3ccccc3)nc2cc1Cl	.	1	-4.3	-5	-3	55*	-7	2.5	21	16
CCCc1ccc(C(=O)/C=C/N(C)C)cc1	102	4	0.4	2	2	14	-2	2.1	-2	-11
O=C(COc1cc(Cl)c(Cl)cc1Cl)Nc1ccc([N+](=O)[O-])cc1Cl	92	-1	-0.4	2	-7	-3	-3	6.8	2	4
Cc1ccc(-n2c(C)c(C)c3c(NCCO)ncnc32)cc1	105	-3	1.8	-1	-4	14	-4	0.1	-10	-6
CCCCOc1ccccc1C(=O)NNC(=S)NC(=O)c1ccccc1[N+](=O)[O-]	117	3	-4.4	-3	0	-4	4	0.6	22	36
Cc1cc(C)nc(SCC(=O)c2cc3ccccc3oc2=O)n1	101	-9	-2.7	1	3	-3	-1	1.7	11	2
Clc1cccc(Cl)c1C1Nc2cccc3cccc(c23)N1	99	-2	8.8	1	4	-4	0	0.9	-44	22
CN(CCCC(=O)NCc1ccc2c(c1)OCO2)S(=O)(=O)c1ccc([N+](=O)[O-])cc1	.	-1	4.0	-3	-6	-2	-8	2.0	-22	46
CC(C)C(=O)Nc1cccc(-c2nc3ccccc3o2)c1	106	-1	-0.2	-11	2	.	-1	-1.0	1	19
NC(=O)c1cccnc1Nc1ccccc1F	105	1	0.9	-1	-3	-5	-11	-0.9	-6	14
CCNC(=O)CN1C(=O)NC2(CCCCCC2)C1=O	.	0	-0.4	4	-3	.	-3	-0.1	2	28
COc1ccccc1N(C)S(=O)(=O)c1ccc(C(=O)N(CC(N)=O)C(C)C)cc1	102	-5	-1.6	-1	-2	.	6	2.3	9	-2
CCS(=O)(=O)Nc1ccc(C2=NN(C(=O)c3ccccc3)C(c3cccs3)C2)cc1 (centres undefined)	.	1	-2.9	1	-5	0	-1	-0.4	15	31
CSc1nc2nccc(-c3ccc4c(c3)OCO4)n2n1	104*	-4	1.7	-14	11	0	0	-0.5	-8	9
O=C(O)c1cccc(Cn2cc(Cl)cn2)c1	98	0	0.1	-5	1	.	2	0.1	0	21
COCc1c(C(=O)OCc2nc(N)nc(Nc3ccccc3C)n2)oc2ccccc12	.	2	-2.2	1	-5	-1	4	0.6	13	14
CCC1(C(N)=O)CC2C=CC1C2 (centres undefined)	89	1	-0.3	9	-1	-3	0	0.0	1	13
COc1cccc2sc(NNC(=O)C3COc4ccccc4O3)nc12 (centres undefined)	101	1	-1.2	-1	8	0	5	-1.1	6	-7
O=[N+]([O-])c1ccc(O)c(/C=N/Nc2ccccc2[N+](=O)[O-])c1	101	-5	-4.5	-1	-6	7	2	-1.1	20	-14
O=C(O)c1c(-c2ccccc2)c(-c2ccccc2)nc2ccccc12	99	-1	-1.2	5	-2	0	-11	-0.1	7	-1
COc1cc(C)nc(NC(=O)COc2ccc(Cl)cc2C)n1	85	2	-3.2	2	11	-3	0	1.2	17	3
O=C(OCC(=O)N1CCOCC1)c1cnc(Cl)c(Cl)c1	.	-2	-5.3	-1	5	14	-5	0.8	20	1
COCCNC(=O)/C(C#N)=C/c1nc(N(C)C)n(-c2ccc(F)cc2)c1Cl	97	2	-3.0	0	-1	-2	-8	-0.1	16	-1
O=C(Nc1cccc(C(F)(F)F)c1)c1cc2c(s1)-c1ccccc1OC2	99	3	0.7	5	-1	2	-3	0.9	-4	30
CCCOc1ccc(C(=O)OCC(=O)c2c(N)n(C)c(=O)n(C)c2=O)cc1OCC	103	-3	0.7	3	11	2	-6	0.2	-4	17
Nn1c(SCC(=O)Nc2ccccc2C(F)(F)F)nncc1=O	98	-2	1.4	2	-2	0	-9	-1.2	-8	19
Cc1ccccc1CCN(C(=O)Cn1nnc2ccccc21)C(C(=O)NC(C)(C)C)c1ccsc1 (centres undefined)	106	2	1.4	4	5	-3	-1	0.1	-8	5
CCOc1cc(CNCCc2ccc(S(N)(=O)=O)cc2)ccc1OCc1ccccc1	90	-4	2.6	1	-9	-7	-7	0.6	-14	2
COCc1nnc(NS(=O)(=O)c2ccccc2)s1	112	3	-1.4	1	0	.	3	-0.2	8	1
CCCCCSc1nc2c(c(=O)[nH]c(=O)n2C)n1C(C)C	78	-1	5.5	0	-3	-1	0	0.2	-30	32
CCCCN(Cc1cc2cc(OC)ccc2[nH]c1=O)C(=O)COc1ccccc1	100	2	-3.9	0	-4	1	4	-1.0	16	17
CCOC(=O)CSc1nnc([C@H](Cc2ccccc2)NC(=O)OC(C)(C)C)o1	101	-1	1.6	6	1	.	-9	-2.6	-8	3
CC1=C/C(=C(\c2ccc(O)c(C)c2)c2ccccc2S(=O)(=O)O)C=CC1=O	102	-3	-3.2	-1	-1	0	1	0.2	15	-3
O=C(O)CC1(CC(=O)Nc2ccc(F)cc2F)CCCCC1	100	.	.	-5	.	-2	.	.	.	-8
CC(C)OC(=O)c1nn2c(C(F)(F)F)cc(-c3ccc(Br)o3)nc2c1Br	.	-2	-2.5	-1	-6	.	5	-1.1	14	18
COC(=O)C1=C(C)N(c2ccc(Cl)cc2)/C(=C/c2cccs2)C1=O	122	-2	-2.1	2	-1	.	12	-1.3	11	30
O=C(COc1ccc(Cl)cc1)OCc1ccc(Cl)cc1	93	-3	2.1	-1	-2	-3	-3	2.2	-11	5
CCOC(=O)c1c(C)[nH]c(C(=O)OCC(=O)c2ccccc2)c1C	98	-4	0.5	6	-6	49*	-3	1.4	-3	-3
CCNc1nc(NCC)n2c(SCC(=O)Nc3cccc(F)c3)nnc2n1	96	4	-1.1	5	-4	-3	-9	0.9	7	-10
O=C(Cn1cncn1)c1ccc(Cl)cc1	99	-1	0.5	4	3	0	-3	-3.3	-2	-1
Cc1ccsc1/C=N/NC(=O)c1ccc2c(c1)OCCO2	105	0	-2.4	1	0	-3	-3	2.5	12	5
O=C(O)CSc1cc(C(F)(F)F)nc(-c2ccccn2)n1	103	0	0.2	.	3	13	1	0.1	-1	47
CC(C)(C)NC(=S)NC(C)(C)C	92	-4	-1.2	3	4	-1	-8	-1.3	7	-18
C#CC[N+]1(CC#Cc2ccccc2)CCOCC1	107	-1	3.4	1	-4	.	3	-1.1	-20	8
Cc1ccc(C)c(NS(=O)(=O)c2cc(C(=O)NCc3ccccn3)ccc2Cl)c1	98	-5	0.3	-2	-8	.	-3	-2.8	-2	21
CC1CC(C)CN(C(=O)COC(=O)CNC(=O)C23CC4CC(CC(C4)C2)C3)C1 (centres undefined)	93	-2	0.7	2	-7	0	-3	0.8	-4	1
O=C(C1CCCN(Cc2ccc(F)cc2)C1)N1CCCCC1 (centres undefined)	103	1	-1.0	-2	-5	1	-7	3.0	5	2
COc1ccc(N2Cc3ccccc3C2=NC(=O)c2ccc(C)cc2)cc1OC	109	2	1.2	-2	4	1	12	0.0	-6	2
CCOCCCn1c(C)nc2c[n+](CC(=O)c3ccc4ccccc4c3)cc(Br)c21	112	.	.	-1	.	2	.	.	.	7
CCN(CC(=O)Nc1c(F)cccc1F)C(=O)c1ccc2c(c1)OCCO2	103	2	1.9	-4	2	-1	-25	2.1	-13	41
CCN(CC)S(=O)(=O)c1cc(Br)c(C)cc1OC	93	-3	0.1	3	7	.	-7	1.4	0	3
O=C(Cn1nc(-c2ccccc2)oc1=O)OCC(=O)c1ccc(F)c(F)c1	105	-2	-3.9	4	-1	14	-2	-0.6	16	-4
COc1ccc(-c2ccc(NS(=O)(=O)c3cc([N+](=O)[O-])ccc3C)cc2)nn1	.	-1	-0.8	0	-3	-2	-3	0.8	4	43
C/C(Cc1ccccc1)=N\NC(=O)CCCCCC(=O)N/N=C(\C)Cc1ccccc1	84	4	1.1	3	3	.	-7	0.2	-6	9
Cc1c(C)n2c(SCC(=O)N3CC(C)OC(C)C3)nnc2[nH]c1=O (centres undefined)	100	3	-2.7	2	-7	0	2	2.1	13	19
The list goes on:
SMILES	Pemphigus Ab inh	Keap1 Nrf2 FP	OPRM1-OPRD1 ag	V-ATPase pHluor	cardiac RTF act	Wnt bcat act	Cardiac RTF inh	LANA DNA inh	MOR-DOR inv ag	Arr AP2 block
Cc1cccc(NC(=O)CC2SC(=NC3CCCCC3)NC2=O)c1 (centres undefined)	102	-4	-1.2	-4	0	.	4	-2.5	5	-2
Cc1ccc(CNC(=O)/C(C#N)=C/c2ccc(C)s2)cc1	93	5	-2.1	-4	3	0	6	-0.2	12	6
Cc1ccc(C(=O)Nc2sc3c(c2C(=O)NCc2ccco2)CCCC3)cc1	97	-2	-0.7	-4	8	-4	1	1.5	4	2
Cc1[nH]n(-c2ccc([N+](=O)[O-])cc2)c(=O)c1C=NCCN1CCN(C(=O)c2ccccc2F)CC1	.	1	-3.6	-2	-2	2	1	-2.2	22	2
CC(C)N(CCCNC(=O)c1ccc(N2CCCC2=O)cc1)Cc1ccccc1	100	-2	-1.5	-1	2	5	7	0.2	8	0
COc1ccc(C2Nc3ccccc3C(=O)N2NS(=O)(=O)c2ccccc2)cc1 (centres undefined)	29	3	-2.4	0	1	-1	-1	0.5	14	20
O=C(O)CC/C(=C\c1ccccc1[N+](=O)[O-])c1nc2ccccc2s1	98	-5	-3.5	-2	1	-1	0	2.3	17	4
Cc1ccc(-c2nn(-c3ccccc3)cc2CN(Cc2ccccc2)C(=O)c2ccco2)o1	.	-7	-2.1	1	-2	.	6	-0.4	11	16
CS(=O)(=O)N(Cc1ccc(Cl)cc1)c1ccc(C(=O)NCCC2=CCCCC2)cc1	100	0	7.7	1	-2	.	0	-0.1	-42	-8
Nc1ccc(C2CCCc3nonc32)c2nonc12 (centres undefined)	.	0	-0.5	-6	-1	.	-19	-0.4	3	23
CCOC(=O)C1CCN(C(=O)C(C)c2ccc([N+](=O)[O-])cc2)CC1 (centres undefined)	111	-5	-4.2	2	3	-1	3	0.6	20	15

Screening results as filed in PubChem BioAssay.

Outcome played no part in choosing rows. Share with any hit: about 3.1%.
